Compound activity (PubChem BioAssay)
LMPTP inh – LMPTP (human) inhibition. actives 0.22% (n = 360,000). P24666. inhibition, % at 20 µM. recombinant LMPTP-A, OMFP fluorogenic substrate, fluorescence intensity;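 active = compounds that cut the enzyme signal by at least half of the control window in the single-dose screen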;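 also: plate controls were DMSO wells with enzyme plus substrate for no effect and substrate without enzyme for full effect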
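Material: LMPTP-A; amount: 0.625 nM enzyme; doses: single 20 µM dose; times: reaction 50 min, room temperature, dark; technique: fluorescence intensity of OMFP turnover product; benchmarks: no-enzyme and uninhibited controls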
STEP inh – blocks human striatal-enriched tyrosine phosphatase. P54829. recombinant STEP, OMFP fluorogenic substrate, fluorescence. inhibition, % at 20 µM. actives 0.25% (n = 360,000);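 active = inhibition at 20 µM, scaled per plate between control wells, above about 37%, limit read from the data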;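 also: 0% = DMSO with enzyme and substrate and 100% = substrate only without enzyme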
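Test system: STEP tyrosine phosphatase / Reagent: OMFP at 25 µM / Doses: 20 µM, 1% DMSO / Read-out: percent inhibition scaled to no-enzyme and uninhibited-enzyme controls, plate-pattern corrected / Detection: FITC-channel fluorescence of OMFP product / Medium: Bis-Tris buffer pH 6.0, 2.5 mM DTT, 0.005% Tween 20 / Schedule: 20 min at room temperature, dark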
bovine MsrA act – activators of bovine methionine sulfoxide reductase A | purified bovine MsrA, absorbance read-out | activation, % at 10.6 µM | actives 0.3% (n = 360,000) | AID 602163; in the data active = activation above about 7.5%;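 also: 0% = vehicle and 100% = reference activator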
DNMT1 inh – inhibitors of human DNMT1. P26358. DNMT1 molecular beacon, Hinp1I cleavage, fluorescence. inhibition (reported as % activation of signal), % at 10 µM. actives 0.83% (n = 360,000). AID 588458; in the data active = inhibition above about 50%
NRP1-CendR mod – NRP-1/CendR interaction modulation; actives 0.85% (n = 360,000); FAM-RPARPAR peptide binding to NRP-1, fluorescence polarization; AID 602438; O14786; inhibition, % at 25 µM;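 active = inhibition or corrected inhibition above about 18%, plus a signal ratio from 0.5 to 1.5, limit read from the data, passing the limit was not always enough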; also: strong numbers were not always called active
Scp-1 inhibitor – blocks human Scp-1 phosphatase activity; inhibition, % at 20 µM; AID 493091; Recombinant Scp1, phosphopeptide, malachite green phosphate absorbance; Q9GZU7; actives 0.88% (n = 340,000);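 active = inhibition above about 50% at 20 µM, limit read from the data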;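 also: plate controls were DMSO wells with enzyme for no effect and wells lacking enzyme for full effect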
Target sequence (Q9GZU7 76-261 limits assumed): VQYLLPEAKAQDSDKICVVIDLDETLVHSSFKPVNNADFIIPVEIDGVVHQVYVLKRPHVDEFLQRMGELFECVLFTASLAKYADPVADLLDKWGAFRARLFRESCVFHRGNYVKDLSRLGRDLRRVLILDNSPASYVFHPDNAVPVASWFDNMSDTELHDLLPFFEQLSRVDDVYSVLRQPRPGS
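Material: truncated SCP-1 phosphatase (76-261aa) / Buffer or medium: 50 mM Tris acetate pH 5.5, 0.005% Tween-20, 10 mM MgCl2 / Compound dosing: one concentration, 20 µM, with 1.0% DMSO / Incubation: 45 min room-temperature reaction, 5 min colour, 30 min stabiliser / Detection: colorimetric free-phosphate detection, absorbance 630 nm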
Tb MetRS inh – Trypanosoma brucei MetRS inhibition; purified T. brucei MetRS, ATP depletion, Kinase-Glo luminescence; inhibition, % at 11.9 µM; actives 0.4% (n = 360,000); AID 624268;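 active = inhibition above a per-plate cutoff of the control wells' mean inhibition plus 3 SD, cut at about 5.5% in these data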;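 also: 0% = DMSO wells median and 100% = median of wells with control inhibitor compound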
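Material: parasite MetRS enzyme / Replication: singlicate, one well per compound / Signal: luminescence of leftover ATP / Schedule: 2 h aminoacylation at 25 °C after 15 min preincubation / Medium: HEPES-MgCl2-KCl buffer plus DTT, spermine, BSA, pyrophosphatase / Doses: 11.9 µM single point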
MsrA inhibitor – bovine MsrA inhibition; purified bovine MsrA, absorbance read-out; inhibition, % at 15.5 µM; actives 0.75% (n = 360,000); AID 651718; in the data active = inhibition above about 4.5%;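 also: 0% = vehicle wells with enzyme and 100% = reference inhibitor wells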
SUMO1 PPI mod – modulators of human SUMO1-mediated protein-protein interactions | P63165 | SUMO1 binding to a labelled peptide, TR-FRET, 1 h | inhibition, % at 20 µM | actives 0.33% (n = 360,000) | AID 602429; in the data active = inhibition above about 37%
Target sequence (P63165 whole entry, looked up): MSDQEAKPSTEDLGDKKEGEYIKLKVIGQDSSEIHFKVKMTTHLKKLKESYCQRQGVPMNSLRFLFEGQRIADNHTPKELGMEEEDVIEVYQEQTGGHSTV
E coli Lon inh – inhibits E. coli Lon protease. actives 0.42% (n = 360,000). AID 602123. P0A9M0. purified E. coli Lon protease, fluorescence polarization. inhibition, % at 7.94 µM; in the data active = inhibition above about 13%, passing the limit was not always enough;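 also: 0% = enzyme with probe and DMSO and 100% = no enzyme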
Target sequence (P0A9M0 whole entry, looked up): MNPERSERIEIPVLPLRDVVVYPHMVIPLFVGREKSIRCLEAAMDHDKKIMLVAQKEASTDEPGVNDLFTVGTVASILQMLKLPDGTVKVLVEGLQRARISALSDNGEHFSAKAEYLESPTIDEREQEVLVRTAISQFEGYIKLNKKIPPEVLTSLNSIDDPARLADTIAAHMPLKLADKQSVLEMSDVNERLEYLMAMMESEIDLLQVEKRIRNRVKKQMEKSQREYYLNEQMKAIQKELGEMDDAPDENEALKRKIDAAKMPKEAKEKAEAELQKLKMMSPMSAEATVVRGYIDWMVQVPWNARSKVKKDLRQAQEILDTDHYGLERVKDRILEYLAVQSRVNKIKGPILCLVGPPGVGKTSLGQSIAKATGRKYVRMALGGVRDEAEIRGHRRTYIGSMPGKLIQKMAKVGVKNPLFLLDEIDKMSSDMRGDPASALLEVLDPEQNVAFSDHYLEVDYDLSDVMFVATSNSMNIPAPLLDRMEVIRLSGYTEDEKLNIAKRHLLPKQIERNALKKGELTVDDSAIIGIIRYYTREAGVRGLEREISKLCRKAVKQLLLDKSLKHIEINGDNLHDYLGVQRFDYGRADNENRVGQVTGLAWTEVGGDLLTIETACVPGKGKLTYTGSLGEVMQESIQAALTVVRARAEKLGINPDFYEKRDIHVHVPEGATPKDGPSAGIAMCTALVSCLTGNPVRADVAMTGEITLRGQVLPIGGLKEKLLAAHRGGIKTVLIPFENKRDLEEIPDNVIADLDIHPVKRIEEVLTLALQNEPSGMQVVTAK
Starred values were filed as active, the others as inactive. This is a random part of the collection; 4.3% or so of the library scored in one or more.

For CC1CCN(C(=O)CSc2nnc(-c3cc4ccccc4cc3O)n2Cc2ccco2)CC1 the results were LMPTP inh -0.1, STEP inh 1, bovine MsrA act -2, DNMT1 inh -1, NRP1-CendR mod 1, Scp-1 inhibitor -5, Tb MetRS inh 0.7, MsrA inhibitor 0.1, SUMO1 PPI mod -2 and E coli Lon inh 5.
`O=C(c1ccco1)N1CCN(c2ccc([N+](=O)[O-])cc2Cl)CC1` gave LMPTP inh -1.8, STEP inh 4, bovine MsrA act -1, DNMT1 inh 1, NRP1-CendR mod -2, Scp-1 inhibitor 2, Tb MetRS inh 2.9, MsrA inhibitor 0.0, SUMO1 PPI mod -33 and E coli Lon inh 1.
Cc1onc(C(=O)Nc2cccnc2Cl)c1[N+](=O)[O-] was read as LMPTP inh -0.9, STEP inh -1, bovine MsrA act -2, DNMT1 inh -3, NRP1-CendR mod 5, Scp-1 inhibitor -10, Tb MetRS inh -0.2, MsrA inhibitor -0.2, SUMO1 PPI mod -3 and E coli Lon inh -2.
`OCCC1CN(Cc2ccc3c(c2)CCO3)CCN1C1CCCC1` (stereo not drawn) gave LMPTP inh -2.1, STEP inh -1, bovine MsrA act 3, DNMT1 inh -2, NRP1-CendR mod -9, Scp-1 inhibitor 0, Tb MetRS inh 0.4, MsrA inhibitor -1.1, SUMO1 PPI mod -4 and E coli Lon inh -4.
`O=C(Nc1cccc(Br)c1)c1cc(S(=O)(=O)N2CCOCC2)cs1` gave LMPTP inh 2.1, STEP inh 1, bovine MsrA act -4, DNMT1 inh -3, NRP1-CendR mod 3, Scp-1 inhibitor -12, Tb MetRS inh 0.1, MsrA inhibitor -0.9, SUMO1 PPI mod -1 and E coli Lon inh -9.
Screening COc1ccc(CN(C)C2c3ccccc3-c3ccccc32)cc1 returned LMPTP inh 1.8, STEP inh 4, bovine MsrA act -6, DNMT1 inh 5, NRP1-CendR mod 10, Scp-1 inhibitor 2, Tb MetRS inh 0.0, MsrA inhibitor -0.5, SUMO1 PPI mod -3 and E coli Lon inh 6.
`Cc1cccc(-c2noc(-c3ccoc3C)n2)c1` gave LMPTP inh 0.1, STEP inh -1, bovine MsrA act -2, DNMT1 inh 0, NRP1-CendR mod 0, Scp-1 inhibitor -5, Tb MetRS inh -0.4, MsrA inhibitor 2.1, SUMO1 PPI mod -2 and E coli Lon inh 0.
For COc1ccccc1-c1ccc(/C=C2\C=CC(=O)O2)o1 the results were LMPTP inh 4.9, STEP inh -5, bovine MsrA act 2, DNMT1 inh 33, NRP1-CendR mod 40, Scp-1 inhibitor 31, Tb MetRS inh -0.8, MsrA inhibitor 1.3, SUMO1 PPI mod -21 and E coli Lon inh -362.
For CCOC(=O)c1sc2ncn(/N=C/c3ccc(O)c(OC)c3)c(=O)c2c1C the results were LMPTP inh 0.9, STEP inh 1, bovine MsrA act -3, DNMT1 inh -3, NRP1-CendR mod -6, Scp-1 inhibitor -8, Tb MetRS inh -0.1, MsrA inhibitor 3.9, SUMO1 PPI mod 0 and E coli Lon inh 5.
For COc1ccc(C2=NN(C(C)=O)CC2c2cccc([N+](=O)[O-])c2)cc1 (stereo not drawn) the results were LMPTP inh -0.2, STEP inh 0, bovine MsrA act -6, DNMT1 inh 3, NRP1-CendR mod 3, Scp-1 inhibitor -9, Tb MetRS inh -0.7, MsrA inhibitor -0.3, SUMO1 PPI mod -15 and E coli Lon inh 6.
`Cc1c[nH]c2cccc(OCC(CNC(C)(C)C)OC(=O)c3ccccc3)c12` (stereo not drawn) gave LMPTP inh -0.1, STEP inh 0, bovine MsrA act -2, DNMT1 inh -3, NRP1-CendR mod 3, Scp-1 inhibitor -3, Tb MetRS inh -0.8, MsrA inhibitor 0.0, SUMO1 PPI mod 2 and E coli Lon inh -7.
O=C(CCCNC(=O)c1ccc(Cl)cc1)Nc1ncccc1O was read as LMPTP inh -0.7, STEP inh 0, bovine MsrA act -13, DNMT1 inh 3, NRP1-CendR mod 7, Scp-1 inhibitor 13, Tb MetRS inh -0.6, MsrA inhibitor -1.2, SUMO1 PPI mod 2 and E coli Lon inh 3.
`CCCOC1CCCN(C(=O)c2cc(COc3cncc(Cl)c3)on2)C1` (stereo not drawn) gave LMPTP inh -0.1, STEP inh -2, bovine MsrA act -5, DNMT1 inh 1, NRP1-CendR mod 14, Scp-1 inhibitor -8, Tb MetRS inh -0.3, MsrA inhibitor 0.5, SUMO1 PPI mod 2 and E coli Lon inh -3.
For CCC(C)Nc1nc(N)c([N+](=O)[O-])c(NCCO)n1 (stereo not drawn) the results were LMPTP inh 2.9, STEP inh 2, bovine MsrA act -5, DNMT1 inh 3, NRP1-CendR mod 0, Scp-1 inhibitor 1, Tb MetRS inh -0.1, MsrA inhibitor 3.2, SUMO1 PPI mod -4 and E coli Lon inh -3.
`CCOc1ccc2nc(SCC(=O)NC3CCCc4ccccc43)sc2c1` (stereo not drawn) gave LMPTP inh 0.8, STEP inh -1, bovine MsrA act -10, DNMT1 inh 4, NRP1-CendR mod 5, Scp-1 inhibitor -2, Tb MetRS inh -1.1, MsrA inhibitor -0.5, SUMO1 PPI mod -3 and E coli Lon inh 8.
Screening COc1ccc(NC(=O)Nc2ccc3c(c2)CCC3)cc1OC returned LMPTP inh -0.9, STEP inh -3, bovine MsrA act 3, DNMT1 inh -3, NRP1-CendR mod 1, Scp-1 inhibitor -4, Tb MetRS inh 0.1, MsrA inhibitor -0.7, SUMO1 PPI mod -3 and E coli Lon inh 2.
CC(=O)c1ccc(Nc2nc(NCCO)nc(OC(C(F)(F)F)C(F)(F)F)n2)cc1 was read as LMPTP inh 1.3, STEP inh -1, bovine MsrA act 6, DNMT1 inh -3, NRP1-CendR mod 11, Scp-1 inhibitor 0, Tb MetRS inh -0.2, MsrA inhibitor 0.2, SUMO1 PPI mod -1 and E coli Lon inh -4.
Screening O=C(NC1CCCCCC1)C1CC(=O)N(Cc2ccccc2)C1 (stereo not drawn) returned LMPTP inh -0.7, STEP inh -2, bovine MsrA act 4, DNMT1 inh -1, NRP1-CendR mod 0, Scp-1 inhibitor 11, Tb MetRS inh 0.2, MsrA inhibitor 0.4, SUMO1 PPI mod -2 and E coli Lon inh -5.
Screening O=C1CN(C(=O)COc2c(F)c(F)cc(F)c2F)c2ccccc2N1 returned LMPTP inh -0.2, STEP inh -4, bovine MsrA act -3, DNMT1 inh 1, NRP1-CendR mod 0, Scp-1 inhibitor -2, Tb MetRS inh 0.3, MsrA inhibitor -1.8, SUMO1 PPI mod 5 and E coli Lon inh -8.
Screening CCN(CC)C(=O)C1CCN(Cc2ccc(OCc3ccccc3)c(OC)c2)CC1 returned LMPTP inh -0.2, STEP inh 0, bovine MsrA act -1, DNMT1 inh 0, NRP1-CendR mod -2, Scp-1 inhibitor -4, Tb MetRS inh -0.2, MsrA inhibitor 0.1, SUMO1 PPI mod -2 and E coli Lon inh -2.
`Cn1c(SCc2ccccc2Br)nc2ccccc2c1=O` gave LMPTP inh 1.7, STEP inh 0, bovine MsrA act -6, DNMT1 inh -2, NRP1-CendR mod 20, Scp-1 inhibitor -10, Tb MetRS inh -0.7, MsrA inhibitor 1.7, SUMO1 PPI mod 10 and E coli Lon inh -3.
For CCC(=O)Nc1c2c(nc3c1CCC3)CCCC2 the results were LMPTP inh -0.9, STEP inh 1, bovine MsrA act -2, DNMT1 inh 1, NRP1-CendR mod 9, Scp-1 inhibitor 10, Tb MetRS inh -0.1, MsrA inhibitor 1.3, SUMO1 PPI mod -4 and E coli Lon inh -3.
COc1cc2c(c3ccccc13)CCCC2=O was read as LMPTP inh 2.2, STEP inh 0, bovine MsrA act -1, DNMT1 inh -28, NRP1-CendR mod -13, Scp-1 inhibitor -8, Tb MetRS inh -0.4, MsrA inhibitor 0.9, SUMO1 PPI mod -16 and E coli Lon inh 3.
`O=C(/C=C/c1ccc(Cl)cc1)Nc1ccc(N2CCOCC2)cc1` gave LMPTP inh -2.1, STEP inh 2, bovine MsrA act 0, DNMT1 inh 25, NRP1-CendR mod 1, Scp-1 inhibitor 17, Tb MetRS inh -1.2, MsrA inhibitor -0.6, SUMO1 PPI mod 11 and E coli Lon inh 6.
`O=c1[nH]c2cc3c(cc2cc1C(c1nnnn1C1CCCC1)N1CCSCC1)OCCO3` (stereo not drawn) gave LMPTP inh 0.3, STEP inh 0, bovine MsrA act -11, DNMT1 inh -2, NRP1-CendR mod -3, Scp-1 inhibitor -8, Tb MetRS inh 0.2, MsrA inhibitor -0.1, SUMO1 PPI mod -35 and E coli Lon inh 0.
CC(C)Oc1ccc(CNC(=O)CCCN2C(=O)C(c3ccccc3)Oc3cccnc32)cc1 (stereo not drawn) was read as LMPTP inh 0.4, STEP inh 1, bovine MsrA act -2, DNMT1 inh -4, NRP1-CendR mod -6, Scp-1 inhibitor -6, Tb MetRS inh 0.3, MsrA inhibitor 0.1, SUMO1 PPI mod 6 and E coli Lon inh -2.
For COc1ccccc1N(C(=O)NCc1ccccc1)C1=NCC(C)S1 (stereo not drawn) the results were LMPTP inh 0.8, STEP inh 2, bovine MsrA act -3, DNMT1 inh -3, NRP1-CendR mod -8, Scp-1 inhibitor -8, Tb MetRS inh -0.7, MsrA inhibitor 0.2, SUMO1 PPI mod 5 and E coli Lon inh -10.
Screening Cn1c(SCC(O)c2ccccc2)nnc1-c1ccc2ccccc2c1 (stereo not drawn) returned LMPTP inh 0.0, STEP inh -4, bovine MsrA act -1, DNMT1 inh -3, NRP1-CendR mod -4, Scp-1 inhibitor 1, Tb MetRS inh -0.4, MsrA inhibitor -0.1, SUMO1 PPI mod -8 and E coli Lon inh -8.
`C=CCN(C(=O)CCC(=O)Nc1cc(C)on1)C(C(=O)NC(C)(C)C)c1ccc(OC)cc1` (stereo not drawn) gave LMPTP inh -0.1, STEP inh 1, bovine MsrA act 0, DNMT1 inh 3, NRP1-CendR mod 6, Scp-1 inhibitor -10, Tb MetRS inh 0.1, MsrA inhibitor -0.6, SUMO1 PPI mod 0 and E coli Lon inh 9.
Screening CN(C)c1cccc(NC(=O)c2cccc3c(-c4ccc(F)c(F)c4)coc23)c1 returned LMPTP inh 2.5, STEP inh 4, bovine MsrA act -3, DNMT1 inh -3, NRP1-CendR mod -9, Tb MetRS inh -0.2, MsrA inhibitor 1.5, SUMO1 PPI mod 6 and E coli Lon inh -1.
For COC(=O)C1C2CCC(C2)C1C(=O)OCC(=O)c1ccccc1 (stereo not drawn) the results were LMPTP inh -2.3, STEP inh 3, bovine MsrA act 1, DNMT1 inh 2, NRP1-CendR mod 0, Scp-1 inhibitor -8, Tb MetRS inh -0.8, MsrA inhibitor 1.0, SUMO1 PPI mod -5 and E coli Lon inh -3.
